# Compound activity as filed in PubChem BioAssay.
# Furin inhibitor = inhibitors of human furin. P09958. purified furin, fluorogenic substrate cleavage. inhibition, % at 30 µM. 0.061% of 220,000 active; in the data active = inhibition above about 25%; also: inactives centre near -15
# Target sequence (P09958 108-714 limits assumed): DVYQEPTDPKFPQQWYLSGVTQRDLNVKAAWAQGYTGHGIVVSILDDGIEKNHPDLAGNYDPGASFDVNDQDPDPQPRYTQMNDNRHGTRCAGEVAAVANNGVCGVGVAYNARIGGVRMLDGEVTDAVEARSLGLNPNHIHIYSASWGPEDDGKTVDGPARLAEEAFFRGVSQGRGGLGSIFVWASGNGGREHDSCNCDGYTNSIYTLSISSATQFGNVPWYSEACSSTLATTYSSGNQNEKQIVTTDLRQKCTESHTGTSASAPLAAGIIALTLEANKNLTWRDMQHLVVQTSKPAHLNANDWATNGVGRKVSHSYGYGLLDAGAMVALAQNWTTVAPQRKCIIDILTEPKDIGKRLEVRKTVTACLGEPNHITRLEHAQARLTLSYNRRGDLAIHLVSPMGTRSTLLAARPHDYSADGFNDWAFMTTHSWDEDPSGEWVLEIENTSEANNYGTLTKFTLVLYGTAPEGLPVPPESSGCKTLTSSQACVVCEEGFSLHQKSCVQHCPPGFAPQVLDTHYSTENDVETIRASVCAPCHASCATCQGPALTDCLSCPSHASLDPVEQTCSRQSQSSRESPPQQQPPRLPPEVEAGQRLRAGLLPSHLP
# NCF1 inh = p47phox (human) inhibition; p47phox/p22phox peptide binding, fluorescence polarization, 2 h; AID 1274; inhibition, % at 24.7 µM; 0.53% of 220,000 active; P14598;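 active = inhibition above about 30%, limit read from the data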;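 also: 0% = p47phox with labelled peptide and 100% = labelled peptide alone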
# EBV gp42 inh = inhibitors of Epstein-Barr virus glycoprotein 42 | Q1HVG2 | Fluorescence polarization binding assay, mP read-out | inhibition, % (tested at 21.74 µM) | 0.42% of 220,000 active; in the data active = inhibition above about 50%
# Target sequence (Q1HVG2 whole entry, looked up): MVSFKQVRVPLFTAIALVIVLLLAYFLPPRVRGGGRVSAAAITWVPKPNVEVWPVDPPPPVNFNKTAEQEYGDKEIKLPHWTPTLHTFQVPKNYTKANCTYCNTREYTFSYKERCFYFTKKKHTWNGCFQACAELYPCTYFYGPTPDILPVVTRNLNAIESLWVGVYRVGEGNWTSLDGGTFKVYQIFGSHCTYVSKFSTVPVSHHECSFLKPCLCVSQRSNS
# RBBP9 inhibitor = human RBBP9 hydrolase inhibition; O75884; recombinant RBBP9, FP-Rh probe fluorescence polarization; inhibition, % at 7.94 µM; 0.2% of 220,000 active;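 active = inhibition above the campaign mean of all tested compounds plus 3 SD, cut at about 14% in these data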;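 also: plate controls were DMSO wells with RBBP9 for no effect and wells lacking RBBP9 protein for full effect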
# Target sequence (O75884 whole entry, looked up): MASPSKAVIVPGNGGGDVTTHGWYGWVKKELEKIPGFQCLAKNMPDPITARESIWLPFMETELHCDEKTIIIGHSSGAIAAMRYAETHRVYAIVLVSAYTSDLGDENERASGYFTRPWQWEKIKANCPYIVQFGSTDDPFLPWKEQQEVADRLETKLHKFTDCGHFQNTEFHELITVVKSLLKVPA
#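 System: RBBP9 protein | Quantity: 2.5 µM RBBP9 dispensing solution, before mixing | Reagent: FP-Rh probe, 375 nM dispensing solution | Timing: Enzyme-compound preincubation 30 min, then probe labeling 45 min, 25 °C | Measured by: Fluorescence polarization | Read-out: % inhibition | Replication: One well per compound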
# p97 inhibitor = human p97 ATPase inhibition; P55072; inhibition, % at 8 µM; recombinant p97 ATPase, Kinase-Glo ATP luminescence, 3 h; AID 1481; 0.42% of 220,000 active; in the data active = inhibition above about 15%;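 also: 0% = DMSO vehicle and 100% = wells lacking enzyme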
# Runt-SMMHC FRET = blocks binding of human RUNX1 Runt domain to CBFb-SMMHC | Cerulean-Runt/Venus-CBFb-SMMHC FRET ratio 530/480, 1 h | inhibition, % at 20 µM | 0.74% of 220,000 active;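 active = mean inhibition across duplicate retests at 20 µM reaching about 50%, limit read from the data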;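 also: 0% = DMSO wells and 100% = wells with excess untagged CBFb-SMMHC; inhibitors lower the FRET ratio by blocking Runt binding to CBFb-SMMHC; some results filed as inactive read as strong as hits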
# Tb hexokinase = blocks Trypanosoma brucei hexokinase 1 activity; recombinant TbHK1, G6PDH-coupled NADH A340; inhibition, % at 10 µM; 0.11% of 220,000 active;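 active = inhibition of 50% or more in the single-dose primary screen; inactive = inhibition below 50%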
# m-calpain inh = calpain II (pig) inhibition | 0.37% of 220,000 active | inhibition, % at 16 µM | purified calpain II, fluorogenic peptide substrate, 30 min;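 active = inhibition above about 50%, limit read from the data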
# Runt-CBFb FRET = inhibitors of human RUNX1 Runt domain binding to CBFb | Cerulean-Runt/Venus-CBFb FRET ratio 530/480, 1 h | Q01196+Q13951 | inhibition, % at 20 µM | 0.46% of 220,000 active;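 active = inhibition over about 50% at 20 µM in the single-dose screen, limit read from the data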;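 also: 0% = DMSO wells and 100% = excess unlabeled CBFb competitor control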
#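 Reagent – Venus-CBFb binding partner, 100 nM · Assay system – Cerulean-tagged RUNX1 Runt domain (FRET donor) fusion protein · Input – 100 nM per protein · Incubation – two 1 h room-temperature incubations shielded from light · Measured by – FRET fluorescence · Medium – Tris buffer pH 7.5 with salts and BSA · Benchmarks – unlabeled CBFb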
# The depositor's hits bear a star; i = inactive; / = no result given; [ ] = another dose, or the depositor's remark.
# Values run as follows: Furin inhibitor	NCF1 inh	Runt-CBFb FRET	EBV gp42 inh	m-calpain inh	p97 inhibitor	Runt-SMMHC FRET	Tb hexokinase	RBBP9 inhibitor
Cc1nc2ccc(NC(=S)NC3CC3)cc2nc1C
 : -19	-12	-8	-6	-13	2	-14	-26	-3
Cc1cccc(NC(=O)NCCN2C(=O)C3C4C=CC(C4)C3C2=O)c1 (centres undefined)
 : -19	-3	4	3	13	-1	-2	-2	-12
O=C(NCc1ccccn1)C1CCN(S(=O)(=O)c2cnc[nH]2)CC1
 : -25	7	-1	6	0	3	2	0	-5
O=C(c1c(F)cccc1F)N1CCN(c2cccc(C(F)(F)F)c2)CC1
 : -11	-11	-2	-14	-19	-6	1	3	-9
CC(C)N1C(=O)c2ccccc2C1C(=O)NC1CCCCCC1 (centres undefined)
 : -9	-10	-2	-18	3	7	-8	-2	-2
CCN(CC)C(=O)Cc1cn(C)c2ccccc12
 : -24	-4	-1	1	1	1	0	0	4
CCOC(=O)C1CCN(C(=O)c2ccc(OC)cc2OC)CC1
 : -11[20 µM]	-13	0	-3	4	-4	1	3	-2
Cc1ccccc1OCCCCCn1ccnc1
 : -27	-12	-1	0	-5	-2	-2	3	-1
O=C(NC1CC1)c1cc2c(s1)-c1ccccc1OC2
 : -297	2	3	-2	i	5	1	-35	-17
CCCCOC(C)n1cc(F)c(=O)[nH]c1=O (centres undefined)
 : 6	-13	-2	2	-7	6	0	8	-4
Fc1ccccc1-c1nc(N2CCCCC2)c2ccccc2n1
 : -3	-18	-1	13	5	0	-2	-9	-9
O=C(NNS(=O)(=O)c1cccc(Cl)c1Cl)c1cccc(S(=O)(=O)N2CCOCC2)c1
 : -24	3	2	-13	12	-5	2	-17	1
COc1ccc(C(=O)COC(=O)CN2C(=O)C3C4C=CC(C4)C3C2=O)cc1 (centres undefined)
 : -22	-1	-2	-12	15	4	0	2	-2
O=C(Cn1ncc2c1-c1ccccc1OC2)Nc1nc2ccccc2s1
 : -10	-8	0	2	-42	5	0	-6	-8
COc1cc2nc(CN3CCC(C(O)(c4ccccc4)c4ccccc4)CC3)[nH]c(=O)c2cc1OC
 : -17	3	-6	-14	-62	3	-7	-6	0
CSc1c(C#N)c(N)nc2sc(C(=O)c3ccc(Cl)c(Cl)c3)c(N)c12
 : -19	4	8	76*	12	10	-101	-12	-4
O=Cc1ccc(-c2ccc(C(=O)O)cc2)o1
 : 6	-4	1	-14	-14	7	-1	-85	-10
O=C1c2ccccc2C(=O)N1c1ccc(Cl)cn1
 : -13[20 µM]	-5	3	-28	19	-6	-2	-6	-12
C/C(=C\C(=O)c1ccccc1)NNc1nc2ccccc2s1
 : -12	-8	-1	-11	-7	5	1	0	12
CCn1c(-c2cccnc2Cl)nc2cc(Cl)c(Cl)cc21
 : -19[20 µM]	-5	0	-24	-40	-7	-2	-9	-5
CCOC(=O)c1cn2nc(-c3ccc(OCC)cc3)cc2nc1C1CCN(C(=O)OC(C)(C)C)CC1
 : -18[20 µM]	-17	-7	-6	-398	2	3	-14	2
Cc1c2c(nc3ccccc13)CC(C)(C)CC2=O
 : -12	1	0	-4	8	1	2	-6	-1
CN(C)S(=O)(=O)c1ccc(Cl)c(NC(=O)COC(=O)CNC(=O)c2ccco2)c1
 : -11	-3	-1	-10	19	2	-1	-1	-4
CCOCCCn1cnc2c(c1=O)c1nc3ccccc3nc1n2-c1ccccc1
 : -3	-9	2	-1	-486	1	1	-14	-7
CCOP(=O)(OCC)c1nc(/C=C/c2ccccc2)oc1NCc1ccccc1
 : -196[20 µM]	-5	-2	-2	i	-9	3	-40	-7
O=C(O)c1ccc(SCc2cnc(Cl)s2)cc1
 : -16[20 µM]	-13	29	-12	1	-5	26	-1	3
O=C(COC(=O)/C=C/c1cccc(F)c1)Nc1ccccc1
 : -31	1	-2	-13	22	2	1	3	0
COC(=O)C1=CN(CCOC23CC4CC(CC(C4)C2)C3)C=C(C(=O)OC)C1c1ccsc1
 : -32	-13	14	-9	-247	-4	34	-5	-6
COc1ccc(C(C(=O)NC2CCCCC2)N2CCC3(CC2)OCCO3)cc1 (centres undefined)
 : -14[20 µM]	-6	0	-12	27	2	-1	2	-5
CC(Sc1nnnn1C1CCCCC1)C(=O)O (centres undefined)
 : -18	-8	/	-9	-11	-1	/	-2	-1

# Following part:
# Values run as follows: Furin inhibitor	NCF1 inh	Runt-CBFb FRET	EBV gp42 inh	m-calpain inh	p97 inhibitor	Runt-SMMHC FRET	Tb hexokinase	RBBP9 inhibitor
O=C(CSc1nnnn1-c1cccc2ccccc12)Nc1ccc(N2CCOCC2)c(Cl)c1
 : 0[20 µM]	-19	-1	-9	-9	-1	1	-7	-10
Cc1c2c(n3c(nc4ccccc43)c1C#N)N(CCN1CCOCC1)CC2
 : -29	-11	/	1	i	8	/	3	-6
CC(=O)c1cc2c(cc1NS(=O)(=O)c1ccc3c(c1)OCCO3)OCO2
 : -25	-4	3	7	37	1	-54	-7	8
O=C(Cc1cccs1)NC1(C(=O)NC2CCCC2)CCCCC1
 : -25	-9	2	-8	-8	-1	3	-3	-6
O=S(=O)(c1cccc2cccnc12)N1CCN(Cc2ccccc2)CC1
 : -15	-1	0	-13	-5	3	2	-3	-4
O=S(=O)(c1cccc2cccnc12)n1cnc2ccccc21
 : -24[20 µM]	-4	-3	-4	-18	3	-1	-2	-2
Cc1cccc(OC(C)C(=O)NCc2ccc(S(N)(=O)=O)cc2)c1 (centres undefined)
 : -23	-4	1	-9	-2	7	1	6	6
O=C(O)c1ccccc1CSc1nnc2c(n1)[nH]c1ccccc12
 : -13	-14	9	-15	-51	10	-8	-11	-4
CCOC(=O)c1csc(-n2nc(C)cc2C(F)(F)F)n1
 : -12	0	0	-4	22	-5	2	9	-13
CC(=O)Nc1ccc(Oc2cc(C#N)c(C#N)cc2N2CCCCCC2)cc1
 : -23[20 µM]	-10	-4	-4	20	-4	-2	-29	-5
CCOc1ccc(C(CC(=O)O)NS(=O)(=O)c2ccc(C)cc2)cc1OC (centres undefined)
 : -21	-3	-3	-29	2	9	-4	2	-8
Cc1cc(NC(=O)c2ccc(COc3ccccc3Cl)o2)no1
 : -12	12	2	18	10	-1	0	-3	-9
Brc1ccc(-c2nnc(SCCC3OCCCO3)o2)cc1
 : -10[20 µM]	-6	0	-9	18	-3	2	-2	-8
COc1cc(SC)ccc1C(=O)Nc1ccc(Cl)cn1
 : -13	-5	-2	-11	-4	1	2	-3	2
C=CCn1c(N2CCN(c3ccc(OC)cc3)CC2)nc2c1c(=O)n(C)c(=O)n2C
 : -3	-3	0	-8	16	-1	-6	-6	9
N#Cc1c(-c2ccccc2)ccn(Cc2ccccc2Cl)c1=O
 : -14[20 µM]	-8	-2	2	-15	1	2	-10	-4
Clc1ccc(Cn2nnc(-c3ccccc3)n2)cc1
 : -16[20 µM]	-3	-3	-2	37	0	0	1	1
CCOc1ccc(C(=O)NCC2CCCO2)cc1 (centres undefined)
 : -11[20 µM]	-5	2	-20	9	-5	0	3	-7
COC(=O)c1sc(C(F)(F)F)c(-c2ccccc2)c1S(=O)(=O)NC(C)(C)C
 : -10	1	-4	0	6	7	-5	-3	2
N#Cc1nc(-c2ccccc2)oc1NCCCn1ccnc1
 : -39	-1	0	1	i	6	-1	-4	-7
Cc1ccnc(N/N=C/c2ccccc2)n1
 : -11	3	-2	-10	-22	-6	1	-23	-2
COc1cccc(-c2nc(N3CCC(C)CC3)c3ccccc3n2)c1O
 : -7	-4	-3	-18	4	1	1	-9	-11
COc1ccccc1Nc1nc(-c2sc(NC(=O)c3cccc(Cl)c3)nc2C)cs1
 : -23[20 µM]	-22	11	-8	-205	1	8	-19	-16
O=C1CC(/C=C/c2ccco2)=Nc2ccccc2N1
 : -12	-21	13	7	-109	-1	-1	-9	-9
CCC1CCCCN1c1ccc([N+](=O)[O-])cc1/C=N/NC(=O)Cn1c2ccccc2c(=O)c2ccccc21 (centres undefined)
 : -5[20 µM]	-5	22	-46	-105	1	-23	-13	0
Cc1cc(C)cc(NC(=S)NCc2cccn2C)c1
 : -11[20 µM]	-14	3	-17	17	7	4	2	5
COc1ccc(C2CC3(CC(C)(C)NC(=S)N3)Oc3cc(O)cc(C)c32)cc1 (centres undefined)
 : -20	-17	4	-8	-20	4	6	16	-6
Cc1ccc(CN(C(=O)c2cc3ccccc3oc2=O)C2CCS(=O)(=O)C2)cc1 (centres undefined)
 : -13[20 µM]	-2	0	-8	-5	-1	2	-12	-4
NC1=NC(=Nc2ccc(S(=O)(=O)N3CCOCC3)cc2)c2ccccc21
 : -6	5	2	-12	15	0	-1	-31	-6
Cc1cc2c(C)cc(=O)oc2c2c1NCCC2
 : -18[20 µM]	-8	17	-29	i	3	60*	-19	2

# Sorted by length of the SMILES (descending): some entries from above
# Values run as follows: Furin inhibitor	NCF1 inh	Runt-CBFb FRET	EBV gp42 inh	m-calpain inh	p97 inhibitor	Runt-SMMHC FRET	Tb hexokinase	RBBP9 inhibitor
O=C(Cc1cccs1)NC1(C(=O)NC2CCCC2)CCCCC1
 : -25	-9	2	-8	-8	-1	3	-3	-6
Clc1ccc(Cn2nnc(-c3ccccc3)n2)cc1
 : -16[20 µM]	-3	-3	-2	37	0	0	1	1
Cc1cc(C)cc(NC(=S)NCc2cccn2C)c1
 : -11[20 µM]	-14	3	-17	17	7	4	2	5
CCOc1ccc(C(=O)NCC2CCCO2)cc1 (centres undefined)
 : -11[20 µM]	-5	2	-20	9	-5	0	3	-7

# Next compounds
# Values run as follows: Furin inhibitor	NCF1 inh	Runt-CBFb FRET	EBV gp42 inh	m-calpain inh	p97 inhibitor	Runt-SMMHC FRET	Tb hexokinase	RBBP9 inhibitor
C/C(=N/OC(=O)c1ccc(C(F)(F)F)cc1)c1oc(C)nc1C
 : -8	-8	1	-8	-16	-3	2	-8	-3
COc1ccc(Cl)cc1NC(=S)Nc1ccc(Cl)cn1
 : -9	-7	1	7	-23	5	3	-24	-4
CCc1ccc(OCC(=O)OCC(=O)c2ccc3c(c2)NC(=O)CO3)cc1
 : -14[20 µM]	-22	2	-7	17	-1	-2	-4	-2
CC(=O)N1CCN(c2ccc(NC(=O)c3ccc(C(C)(C)C)cc3)cc2)CC1
 : -12[20 µM]	-7	0	-14	-2	-3	0	-14	-5
CCOc1cc(/C=N/NC(=O)CCn2nnc3ccccc32)ccc1O
 : -18	4	6	-2	-3	6	-5	-29	-6
CN(CCCNC(=O)C1CCC(=O)N1Cc1ccc(F)cc1)c1ccccc1 (centres undefined)
 : -33	-18	5	-6	-14	1	4	-1	-8
COc1ccc(-c2csc(=Nc3ccccc3)n2CCO)cc1
 : -10	-12	-1	9	-8	2	4	-5	0
Cc1ccc(Cn2nnc3c(=O)n(Cc4ccccc4C)cnc32)cc1
 : -24	-4	2	-8	-16	4	4	8	-4
C=CCN1C(=O)/C(=C2/Sc3ccc(OC)cc3N2C)SC1=Nc1ccc(OC)cc1
 : -24	-2	1	-23	-100	5	0	2	5
OC12CCCCC1C(c1ccc3c(c1)OCO3)N(Cc1cccc(F)c1)CC2 (centres undefined)
 : -24	-7	-2	-10	17	10	4	-1	-6
Cn1c(C(C#N)/C(=N\S(=O)(=O)c2cccs2)c2ccccc2)nc2ccccc21 (centres undefined)
 : -23	-15	-2	15	-91	6	-8	-17	-9
CC1CCCCN1CC(O)COCCC12CC3CC(CC(C3)C1)C2 (centres undefined)
 : -1	-1	0	-10	21	0	-1	2	2
N#CCC(=O)N/N=C/c1ccccc1Cl
 : -9	-5	2	-9	-20	4	0	-1	-10
CC1(C)CC(=O)C(C=Nc2ccc(Cl)cn2)=C(O)C1
 : 53*	-16	/	-5	-6	-1	-5	-6	0
CCCS/C(N)=N/N=C/c1cc(C)ccc1O
 : -9[20 µM]	-10	1	-6	-6	0	1	-35	-7
